CCR6 antagonist – CCR6 receptor antagonists, primary screen, cell-based, CHO-K1, luminescence, beta-arrestin, uHTS; CHO-K1 CCR6 PathHunter beta-arrestin, CCL20-stimulated; inhibition, % at 20 µM; 340,000 compounds, 0.49% hits; AID 493098, 2011;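 active means compounds whose inhibition of the agonist-driven luminescence signal at 20 µM reaches about 50%, limit read from the data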;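 further: cells stimulated with CCL20 at 14 nM final; plate controls were DMSO with CCL20 for no effect and DMSO without agonist for full effect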
Target sequence (P51684 whole entry, looked up): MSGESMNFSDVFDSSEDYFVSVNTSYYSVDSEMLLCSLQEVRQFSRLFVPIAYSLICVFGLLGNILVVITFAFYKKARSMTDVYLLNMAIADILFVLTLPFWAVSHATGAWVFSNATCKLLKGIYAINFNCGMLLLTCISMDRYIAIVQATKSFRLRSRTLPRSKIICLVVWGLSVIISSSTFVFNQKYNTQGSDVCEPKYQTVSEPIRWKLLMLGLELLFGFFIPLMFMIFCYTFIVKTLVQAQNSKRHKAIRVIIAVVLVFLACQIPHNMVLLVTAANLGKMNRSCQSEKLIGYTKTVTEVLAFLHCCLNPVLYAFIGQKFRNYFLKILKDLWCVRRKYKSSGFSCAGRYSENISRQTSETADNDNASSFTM
APOBEC3G inh – APOBEC3G DNA deaminase inhibitors, primary screen, biochemical, fluorescence, single-stranded DNA substrate, uHTS | DNA dC->dU-editing enzyme APOBEC-3G (Homo sapiens), Q9HC16 | recombinant A3G, ssDNA deamination FAM/TAMRA fluorescence | inhibition, % at 20 µM | 330,000 compounds, 0.28% hits;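 active means inhibition of at least 40% at 20 µM, with no more than 30% in the related APOBEC3A deaminase screen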;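 further: plate controls were DMSO wells with A3G for no effect and wells lacking A3G enzyme for full effect; some compounds called inactive have numbers as strong as hits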
Target sequence (Q9HC16 whole entry, looked up): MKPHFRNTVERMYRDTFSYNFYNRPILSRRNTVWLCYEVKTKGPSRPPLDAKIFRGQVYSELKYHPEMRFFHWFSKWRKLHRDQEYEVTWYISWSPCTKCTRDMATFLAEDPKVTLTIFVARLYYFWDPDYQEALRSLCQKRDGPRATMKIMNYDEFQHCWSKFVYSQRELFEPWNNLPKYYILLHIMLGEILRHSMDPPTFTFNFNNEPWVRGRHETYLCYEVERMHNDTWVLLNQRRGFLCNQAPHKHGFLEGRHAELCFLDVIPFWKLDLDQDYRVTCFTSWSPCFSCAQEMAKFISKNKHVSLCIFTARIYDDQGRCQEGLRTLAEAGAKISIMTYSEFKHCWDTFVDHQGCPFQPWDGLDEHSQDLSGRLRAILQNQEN
EBI2 block – EBI2 receptor antagonists, beta-arrestin recruitment, primary screen, cell-based, luminescence, 7a,25-OHC stimulation, uHTS. 360,000 compounds, 0.81% hits. 7a,25-OHC stimulated. inhibition, % at 5 µM. G-protein coupled receptor 183 (Homo sapiens), P32249; in the data active means inhibition above about 38%;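 further: enzyme fragment complementation signal reports receptor beta-arrestin coupling in cells; 0% = agonist plus DMSO wells and 100% = wells without agonist; some results beyond the cut were filed as inactive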
A3A deaminase – APOBEC3A ssDNA deaminase inhibitors, primary screen, selectivity assay for APOBEC3G inhibitor project, biochemical, FAM/TAMRA oligo cleavage fluorescence. inhibition, % at 20 µM. 330,000 compounds, 0.41% hits. DNA dC->dU-editing enzyme APOBEC-3A (Homo sapiens), P31941. recombinant A3A, FAM/TAMRA ssDNA deamination fluorescence. AID 493011, 2011;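 active means at least 40% inhibition at 20 µM here, with at most 30% in a related deaminase screen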;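 further: plate controls were A3A with DMSO for no effect and wells lacking A3A enzyme for full effect; some results filed as inactive read as strong as hits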
Gli-Sufu block – Gli-Sufu pathway antagonists, primary screen, luciferase luminescence, Sufu-KO-LIGHT cells, uHTS. Sufu-KO-LIGHT fibroblasts, Gli luciferase reporter luminescence. inhibition, % at 5 µM. 340,000 compounds, 0.74% hits. AID 588413, 2011;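 active means inhibition above about 55%, limit read from the data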;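 further: 0% = DMSO-treated cells and 100% = wells with medium but no cells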
NR3A LBD binder – binders of NR3A ligand-binding domain, primary screen, biophysical, differential scanning fluorimetry, uHTS; NR3A LBD differential scanning fluorimetry, Tm shift; 0% = protein alone, 100% = glycine-bound protein; Tm shift relative to glycine control, % at 25 µM; Glutamate receptor ionotropic, NMDA 3A (GRIN3A) ligand-binding domain; AID 1259313, 2017; 340,000 compounds, 2.5% hits;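 active means melting temperature shift of at least 10% of the positive control shift, at one fixed dose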
CXCR6 inh – CXCR6 receptor inhibitors, primary screen, cell-based, beta-arrestin, luminescence, CHO-K1 PathHunter, 1536-well; C-X-C chemokine receptor type 6 (Homo sapiens), O00574; inhibition, % at 20 µM; 360,000 compounds, 0.36% hits; in the data active means inhibition above about 34%, passing the limit was not always enough;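 further: antagonist mode with CXCL16 agonist at 10 nM final; 0% = 10 nM CXCL16 with DMSO and 100% = unstimulated wells without agonist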
Target sequence (O00574 whole entry, looked up): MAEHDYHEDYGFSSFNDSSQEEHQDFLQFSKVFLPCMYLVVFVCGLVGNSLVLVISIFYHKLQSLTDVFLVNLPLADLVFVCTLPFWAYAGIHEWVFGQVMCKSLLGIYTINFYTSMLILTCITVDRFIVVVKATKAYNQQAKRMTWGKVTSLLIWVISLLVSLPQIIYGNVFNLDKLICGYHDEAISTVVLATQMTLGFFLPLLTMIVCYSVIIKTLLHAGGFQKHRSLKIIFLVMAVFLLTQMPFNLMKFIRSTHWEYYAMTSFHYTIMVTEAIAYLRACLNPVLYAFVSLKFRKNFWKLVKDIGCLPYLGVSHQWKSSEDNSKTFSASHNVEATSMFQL
MPTP inh – mitochondrial permeability transition pore inhibitors, primary screen, biochemical, isolated mouse mitochondria, absorbance. inhibition, % at 10 µM. AID 602449, 2012. Ca2+ swelling absorbance, 30 min. 360,000 compounds, 1.4% hits;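 active means inhibition of 50% or more, scaled per plate between neutral and stimulator controls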;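 further: 0% = DMSO wells given calcium and 100% = 1 mM EGTA wells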
The depositor's hits bear a star. An unsorted share of the library; overall some 5.8% were active at least once.

Results for FC(F)(F)c1cc(Oc2ccccc2)ncc1-c1nnc(-c2ccccc2Cl)o1 ?
CCR6 antagonist: 0; APOBEC3G inh: -6; EBI2 block: 17; A3A deaminase: -6; Gli-Sufu block: 1; NR3A LBD binder: 4; CXCR6 inh: 4; MPTP inh: 1.2

Results for Cc1ccc2c(c1)N(C(C)C(=O)NCc1ccccn1)C(=O)CO2 (centres undefined) ?
CCR6 antagonist: 2; APOBEC3G inh: -7; EBI2 block: -3; A3A deaminase: -4; Gli-Sufu block: 4; NR3A LBD binder: 2; CXCR6 inh: -3; MPTP inh: 1.9

How did Cc1ccc(NC(=O)NCCCCc2ccccc2)cc1 do in these assays?
CCR6 antagonist: 13; APOBEC3G inh: -9; EBI2 block: 11; A3A deaminase: -2; Gli-Sufu block: -11; NR3A LBD binder: 2; CXCR6 inh: 7; MPTP inh: 2.5

What do the screens show for `COc1ccc(-n2ccnc(SCC(=O)NCc3ccccc3Cl)c2=O)cc1`?
CCR6 antagonist: -1; APOBEC3G inh: -3; EBI2 block: 2; A3A deaminase: -5; Gli-Sufu block: -4; NR3A LBD binder: 0; CXCR6 inh: -1; MPTP inh: -1.7

What do the screens show for `CC(C)n1c(O)c(N=NC(=O)Cn2ccc(C(F)(F)F)n2)c2ccccc21`?
CCR6 antagonist: 13; APOBEC3G inh: -8; EBI2 block: 0; A3A deaminase: -4; Gli-Sufu block: 4; NR3A LBD binder: 0; CXCR6 inh: 3; MPTP inh: -0.8

Results for COCCNc1nc(-c2cc(C)c(C)cc2C)cs1 ?
CCR6 antagonist: 15; APOBEC3G inh: -3; EBI2 block: 2; A3A deaminase: 1; Gli-Sufu block: -12; NR3A LBD binder: 2; CXCR6 inh: -1; MPTP inh: 1.7

How did Cc1cccc(NC(=O)c2ccc(S(=O)(=O)N3CCOCC3)cc2)n1 do in these assays?
CCR6 antagonist: 7; APOBEC3G inh: 0; EBI2 block: 8; A3A deaminase: 7; Gli-Sufu block: -5; NR3A LBD binder: 3; CXCR6 inh: -2; MPTP inh: -1.4

Results for COCCCNC(=S)N1CCC(C(=O)c2ccc3c(c2)OCCO3)CC1 ?
CCR6 antagonist: 0; APOBEC3G inh: -2; EBI2 block: -3; A3A deaminase: -3; Gli-Sufu block: 11; NR3A LBD binder: 2; CXCR6 inh: 7; MPTP inh: -0.4

Results for CC(=O)N1N=C(c2cccc([N+](=O)[O-])c2)OC1(C)CC(=O)Nc1ccccc1 (centres undefined) ?
CCR6 antagonist: 9; APOBEC3G inh: -8; EBI2 block: -5; A3A deaminase: 16; Gli-Sufu block: -1; NR3A LBD binder: -1; CXCR6 inh: 5; MPTP inh: 0.7

How did Cc1nn(-c2ccc(Cl)cc2)c(=O)c2c(C)noc12 do in these assays?
CCR6 antagonist: 10; APOBEC3G inh: -2; EBI2 block: 0; A3A deaminase: 2; Gli-Sufu block: 3; NR3A LBD binder: -1; CXCR6 inh: -1; MPTP inh: 1.1

Results for CC(C)N(Cc1ccccc1)C(=O)COC(=O)c1c(F)cccc1F ?
CCR6 antagonist: 21; APOBEC3G inh: -6; EBI2 block: 0; A3A deaminase: -6; Gli-Sufu block: 8; NR3A LBD binder: -3; CXCR6 inh: 1; MPTP inh: 1.1

What do the screens show for `C=CCOc1ccc(NC(=O)C(=O)NCCCn2ccnc2)cc1`?
CCR6 antagonist: 1; APOBEC3G inh: -7; EBI2 block: -8; A3A deaminase: -1; Gli-Sufu block: 10; NR3A LBD binder: 1; CXCR6 inh: 0; MPTP inh: 0.4

How did CSCCC(NC(=O)c1ccco1)C(=O)N(C)CC(=O)Nc1ccccc1Br (centres undefined) do in these assays?
CCR6 antagonist: 1; APOBEC3G inh: -6; EBI2 block: -17; A3A deaminase: 1; Gli-Sufu block: -1; NR3A LBD binder: 0; CXCR6 inh: 6; MPTP inh: 0.2

How did CCN(CC)C(=S)SCC(=O)Nc1nc(-c2ccccc2)c(-c2ccccc2)o1 do in these assays?
CCR6 antagonist: 14; APOBEC3G inh: -3; EBI2 block: 23; A3A deaminase: 3; Gli-Sufu block: 26; NR3A LBD binder: -4; CXCR6 inh: -1; MPTP inh: 2.3

What do the screens show for `COc1ccc(C2CC(=O)N3CN(c4ccc(C)c(Cl)c4)CSC3=C2C#N)cc1OC` (centres undefined)?
CCR6 antagonist: 0; APOBEC3G inh: 45*; EBI2 block: 1; A3A deaminase: -2; Gli-Sufu block: -6; NR3A LBD binder: -9; CXCR6 inh: -6; MPTP inh: 1.2

Results for Cc1ccc(NC(=O)COc2cccc(/C=C3\SC(=S)N(CCC(=O)O)C3=O)c2)cc1Cl ?
CCR6 antagonist: 27; APOBEC3G inh: -1; EBI2 block: 2; A3A deaminase: 1; Gli-Sufu block: -7; NR3A LBD binder: -3; CXCR6 inh: 9; MPTP inh: 51*

Results for COc1ccc(OCCSc2nc(C)nc3ccccc23)cc1 ?
CCR6 antagonist: 20; APOBEC3G inh: 1; EBI2 block: 7; A3A deaminase: -1; Gli-Sufu block: -2; NR3A LBD binder: -2; CXCR6 inh: -4; MPTP inh: 4.7

How did CCOC(=O)C1CCCN(Cc2cc(=O)oc3cc(C)c(C)cc23)C1 (centres undefined) do in these assays?
CCR6 antagonist: 13; APOBEC3G inh: -22; EBI2 block: 4; A3A deaminase: -4; Gli-Sufu block: -6; NR3A LBD binder: 1; CXCR6 inh: -9; MPTP inh: -0.1

How did Nc1cc(OCc2ccccc2)ccc1OCc1ccccc1 do in these assays?
CCR6 antagonist: -1; EBI2 block: 9; Gli-Sufu block: -70; NR3A LBD binder: 3; CXCR6 inh: -4; MPTP inh: 1.0

How did O=C(Nc1ccc(N2CCOCC2)c(Cl)c1)c1cccnc1 do in these assays?
CCR6 antagonist: -16; APOBEC3G inh: -9; EBI2 block: 4; A3A deaminase: -4; Gli-Sufu block: -12; NR3A LBD binder: -1; CXCR6 inh: -7; MPTP inh: -1.8

For reference, part of the list above:
Results for FC(F)(F)c1cc(Oc2ccccc2)ncc1-c1nnc(-c2ccccc2Cl)o1 ?
CCR6 antagonist: 0; APOBEC3G inh: -6; EBI2 block: 17; A3A deaminase: -6; Gli-Sufu block: 1; NR3A LBD binder: 4; CXCR6 inh: 4; MPTP inh: 1.2

Results for Cc1ccc2c(c1)N(C(C)C(=O)NCc1ccccn1)C(=O)CO2 (centres undefined) ?
CCR6 antagonist: 2; APOBEC3G inh: -7; EBI2 block: -3; A3A deaminase: -4; Gli-Sufu block: 4; NR3A LBD binder: 2; CXCR6 inh: -3; MPTP inh: 1.9

Next compounds follow.
What do the screens show for `CC(C)CC(=O)Nc1cccc2c1C(=O)N(c1ccccc1)C2=O`?
CCR6 antagonist: -1; APOBEC3G inh: 1; EBI2 block: 3; A3A deaminase: -1; Gli-Sufu block: 23; NR3A LBD binder: 1; CXCR6 inh: -2; MPTP inh: -2.4

How did COc1ccc(-c2nnn(CC(=O)N(Cc3ccc(F)cc3)C(C(=O)NC3CCCC3)c3ccc(F)cc3)n2)cc1 (centres undefined) do in these assays?
CCR6 antagonist: 4; APOBEC3G inh: -6; EBI2 block: 9; A3A deaminase: -4; Gli-Sufu block: -70; NR3A LBD binder: 1; CXCR6 inh: 8; MPTP inh: 0.2

Results for CCOC(=O)CSC1=C(C#N)C(c2sccc2C)C(C(C)=O)=C(C)N1 (centres undefined) ?
CCR6 antagonist: 12; APOBEC3G inh: -4; EBI2 block: 15; A3A deaminase: -1; Gli-Sufu block: -2; NR3A LBD binder: -1; CXCR6 inh: 1; MPTP inh: 0.2

How did CCOC(=O)[C@H]1[C@H]2COc3ccc(Br)cc3[C@@H]2N2C(=O)c3ccc(C)cc3NC(=O)[C@@]12C do in these assays?
CCR6 antagonist: 11; APOBEC3G inh: -10; EBI2 block: -2; A3A deaminase: 0; Gli-Sufu block: 8; NR3A LBD binder: 6; CXCR6 inh: 20; MPTP inh: -2.1

What do the screens show for `CCOC(=O)c1ncn2c1[C@@H]1CCNC1C(=O)c1cc(OC)ccc1-2` (some centres undefined)?
CCR6 antagonist: -1; APOBEC3G inh: 0; EBI2 block: -1; A3A deaminase: 2; Gli-Sufu block: -18; NR3A LBD binder: 2; CXCR6 inh: -1; MPTP inh: -2.5

How did Cc1csc(=O)n1CCC(=O)OCC(=O)Nc1ccc(Cl)cn1 do in these assays?
CCR6 antagonist: 1; APOBEC3G inh: -8; EBI2 block: -3; A3A deaminase: 3; Gli-Sufu block: -14; NR3A LBD binder: 4; CXCR6 inh: 0; MPTP inh: -0.8

Results for COC1CCCCC1Nc1cc(C)cc(C)c1 (centres undefined) ?
CCR6 antagonist: -2; APOBEC3G inh: -4; EBI2 block: 5; A3A deaminase: -3; Gli-Sufu block: 35; NR3A LBD binder: 2; CXCR6 inh: 11; MPTP inh: 2.1

Results for COc1cccc(CNC(=O)CCC2CCCN(C(=O)c3ccc(C)nc3)C2)c1 (centres undefined) ?
CCR6 antagonist: -4; APOBEC3G inh: -2; EBI2 block: 3; A3A deaminase: -1; Gli-Sufu block: 18; NR3A LBD binder: -1; CXCR6 inh: -1; MPTP inh: -2.2

What do the screens show for `CC(C)Cc1nnc(NC(=O)C2CCN(C(=O)c3ccc(F)cc3)CC2)s1`?
CCR6 antagonist: 2; APOBEC3G inh: -1; EBI2 block: 12; A3A deaminase: 1; Gli-Sufu block: 5; NR3A LBD binder: 0; CXCR6 inh: 10; MPTP inh: -0.9

Results for C=CCOC(=O)c1c(C)nc2cc3c(cc2c1C)OCO3 ?
CCR6 antagonist: -3; APOBEC3G inh: -9; EBI2 block: -5; A3A deaminase: -4; Gli-Sufu block: -23; NR3A LBD binder: -2; CXCR6 inh: -2; MPTP inh: 0.5

How did Cc1ccc(S(=O)(=O)Nc2ccc(NC(=O)Nc3ccc(F)cc3F)cc2)cc1 do in these assays?
CCR6 antagonist: 2; APOBEC3G inh: -5; EBI2 block: -13; A3A deaminase: -3; Gli-Sufu block: -9; NR3A LBD binder: 29*; CXCR6 inh: -1; MPTP inh: 42

What do the screens show for `CCOC(=O)CSc1nc(=O)n2ccc(C)cc2n1`?
CCR6 antagonist: -15; APOBEC3G inh: -4; EBI2 block: -10; A3A deaminase: -1; Gli-Sufu block: -1; NR3A LBD binder: 0; CXCR6 inh: 5; MPTP inh: -0.4

Results for Cc1ccc(NC(=O)c2ncn(CCCN(CCCn3cnc(C(=O)Nc4ccc(C)c(C)c4)n3)Cc3ccc4[nH]ccc4c3)n2)cc1C ?
CCR6 antagonist: 13; EBI2 block: 43; Gli-Sufu block: 7; NR3A LBD binder: 2; CXCR6 inh: 2; MPTP inh: 0.2

What do the screens show for `O=C(/C=C/c1ccco1)Nc1ccc(Oc2ccc(Cl)cc2)cc1`?
CCR6 antagonist: 12; APOBEC3G inh: -6; EBI2 block: 35; A3A deaminase: 2; Gli-Sufu block: -2; NR3A LBD binder: 2; CXCR6 inh: -5; MPTP inh: 3.9

What do the screens show for `COc1ccc(/C([O-])=C(/C(=S)Nc2ccc(C)c(C)c2)n2c[n+](C)c3ccccc32)cc1OC`?
CCR6 antagonist: 15; APOBEC3G inh: -8; EBI2 block: 5; A3A deaminase: -2; Gli-Sufu block: 3; NR3A LBD binder: 2; CXCR6 inh: 2; MPTP inh: -1.4

What do the screens show for `COC(=O)N/N=C/c1cccc([N+](=O)[O-])c1`?
CCR6 antagonist: 6; APOBEC3G inh: 5; EBI2 block: 2; A3A deaminase: -1; Gli-Sufu block: 3; NR3A LBD binder: -2; CXCR6 inh: -2; MPTP inh: 1.6

Source: PubChem BioAssay (Sanford-Burnham Center for Chemical Genomics)
